High-throughput results (PubChem)
RAM network inh = inhibitors of the yeast RAM network. S. cerevisiae dse1pr::URA3 reporter, 5-FOA growth OD615, 2 d; analog-sensitive cbk1-as2 kinase mutant strain. inhibition, % at 50 µM. 190,000 compounds, 1.8% hits. AID 868;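 active means inhibition above a set limit, 3 SD over mean compound inhibition, cut at about 8.4% in these data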;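 further: 0% = DMSO-only wells with no growth and 100% = 10 µM 1-NA-PP1 full growth; inhibition rescues growth on 5-FOA so higher OD means more RAM inhibition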
SRC2 TRFRET art = counter-screen for PPARgamma SRC-2 recruitment agonists: TR-FRET artefact. active compounds read high. TR-FRET ratio at 8 µM. 200,000 compounds, 0.4% hits. AID 1049; in the data active means TR-FRET ratio above about 2000; further: inactives centre near 1500; reference of the scale not given here
PPARg SRC2 recr = PPARgamma-driven SRC-2 recruitment agonism; P37231; PPARgamma LBD-SRC-2 recruitment, biochemical; activation, % at 8 µM; 200,000 compounds, 0.34% hits; in the data active means activation above about 22%;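 further: 0% = vehicle and 100% = reference agonist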
Target sequence (P37231 whole entry, looked up, the tested form may be a part): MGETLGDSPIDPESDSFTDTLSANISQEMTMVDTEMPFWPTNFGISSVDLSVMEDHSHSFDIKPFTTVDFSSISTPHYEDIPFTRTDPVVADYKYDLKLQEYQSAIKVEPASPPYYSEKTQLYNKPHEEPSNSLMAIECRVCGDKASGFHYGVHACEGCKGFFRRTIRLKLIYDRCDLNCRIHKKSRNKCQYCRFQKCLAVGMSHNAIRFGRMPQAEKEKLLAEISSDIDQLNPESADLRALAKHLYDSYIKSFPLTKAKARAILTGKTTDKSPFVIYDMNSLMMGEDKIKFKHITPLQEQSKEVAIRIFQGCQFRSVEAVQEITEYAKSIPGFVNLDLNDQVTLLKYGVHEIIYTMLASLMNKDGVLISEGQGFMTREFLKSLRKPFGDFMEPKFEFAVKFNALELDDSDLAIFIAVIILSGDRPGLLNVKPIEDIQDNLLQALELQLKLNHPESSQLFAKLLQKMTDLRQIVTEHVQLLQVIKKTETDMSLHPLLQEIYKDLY
PPARg SRC-3 ag = promotes SRC-3 coactivator recruitment by human PPARgamma. P37231. biochemical PPARgamma/SRC-3 coactivator recruitment assay. activation, % at 8 µM. 200,000 compounds, 0.26% hits; in the data active means activation above about 23%;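 further: 0% = DMSO and 100% = reference agonist; some compounds past the cut are filed as inactive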
L major viab = inhibitors of Leishmania major promastigote growth | Leishmania major promastigotes, resazurin fluorescence viability | inhibition, % at 10 µM | 200,000 compounds, 9% hits | AID 1063; in the data active means inhibition above about 50%;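 further: promastigotes grown with compound for 44 hours at 28 °C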
PPARg SRC-1 ag = promotes SRC-1 coactivator recruitment by human PPARgamma; PPARgamma-SRC-1 coactivator recruitment biochemical assay; activation, % at 8 µM; 200,000 compounds, 0.41% hits; AID 631; in the data active means activation above about 19%;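 further: 0% = DMSO and 100% = reference agonist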
bIAP inh = intestinal alkaline phosphatase (bovine) inhibition. purified bovine IAP, CDP-star luminescence, 30 min. 190,000 tested, under 10 active. inhibition, % at 20 µM;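 active means over 50% inhibition of intestinal alkaline phosphatase at 20 µM in the single-dose screen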
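System: Purified bovine intestinal alkaline phosphatase (IAP) enzyme | Input: IAP diluted 1/65,000,000 in the well | Also added: CDP-star chemiluminescent phosphatase substrate, 30 µM final | Dosing: 20 µM single dose | Times: Enzyme reaction for 30 min at room temperature | Detection: Luminescence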
DTT redox prof = compounds producing H2O2 with reducing agent – biochemical, NIH compound library profiling, artefact control for MLSCN library redox annotation, primary screen; 200,000 compounds, 0.03% hits; AID 878; DTT-dependent redox cycling H2O2, phenol red/HRP absorbance; 100% = 100 µM peroxide control, 0% = buffer; activation, % at 10 µM;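 active means activation of at least 50% relative to the plate's high and low controls in the primary single-dose screen; inactive means activation below 50%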;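 further: compound incubated with DTT at 0.8 mM final as the reducing agent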
ROMK primary = modulators of human ROMK potassium channel | 130,000 compounds, 2% hits | Tet-inducible ROMK, thallium flux fluorescence; actives lie on both sides | AID 1918 | P48048 | B-score at 10 µM;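 active means signal ratio slope over the read window, or its plate-corrected B-score, at least 3 SD from the plate mean, either direction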;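 further: B-score of the F/F0 ratio slope over 7 to 12 s after thallium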
Target sequence (P48048 whole entry, looked up): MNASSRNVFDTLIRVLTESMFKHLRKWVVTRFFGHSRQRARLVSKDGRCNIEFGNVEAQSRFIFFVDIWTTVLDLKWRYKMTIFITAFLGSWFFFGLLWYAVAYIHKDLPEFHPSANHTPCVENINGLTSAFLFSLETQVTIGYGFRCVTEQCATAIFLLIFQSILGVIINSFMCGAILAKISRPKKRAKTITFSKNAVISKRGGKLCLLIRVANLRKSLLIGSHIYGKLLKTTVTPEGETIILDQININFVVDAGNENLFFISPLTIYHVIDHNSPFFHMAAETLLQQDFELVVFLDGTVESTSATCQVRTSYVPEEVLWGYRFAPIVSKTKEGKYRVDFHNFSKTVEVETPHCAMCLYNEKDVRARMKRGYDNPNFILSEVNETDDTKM
S1P3 antag = S1P3 (human) receptor antagonism. CHO S1P3 NFAT-BLA reporter, FRET fluorescence, antagonist mode. AID 485. inhibition, % at 4.98 µM. 170,000 compounds, 0.27% hits. Q99500;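 active means inhibition above the plate cutoff, the mean inhibition of test wells on that plate plus 3 SD, cut at about 28% in these data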;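 further: cells challenged with S1P at its EC80 of 0.8 µM; blue over green emission ratio from cleaved BLA substrate after 4 h stimulation; 0% = S1P-stimulated wells and 100% = unstimulated DMSO-only wells; some compounds past the cut are filed as inactive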
Efa HMGR inh = blocks class II HMG-CoA reductase of Enterococcus faecalis | 190,000 compounds, 0.41% hits | inhibition, % at 10 µM | purified E. faecalis HMGR, NADPH absorbance 340 nm kinetic;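 active means inhibition above a set limit, the median over all tested compounds plus 3 SD, cut at about 9.5% in these data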;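 further: enzyme runs in reverse so mevalonate oxidation gives rising NADPH absorbance; 0% = complete reaction with DMSO and 100% = background rate lacking mevalonate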
Numbers without * were called inactive; · = no result given.

SMILES	RAM network inh	SRC2 TRFRET art	PPARg SRC2 recr	PPARg SRC-3 ag	L major viab	PPARg SRC-1 ag	bIAP inh	DTT redox prof	ROMK primary	S1P3 antag	Efa HMGR inh
CCc1ccccc1NC(=O)N1CCC(NC(=O)C(Cc2ccccc2)NC(C)=O)CC1 (centres undefined)	0.2	1390	3.8	3.8	-10.4	7.6	-7.4	-0.6	0.135	-10.7	-3.2
CCn1c(SCC(=O)c2ccccc2)nnc1-c1cccs1	1.2	1723	7.0	5.7	-3.4	3.7	-7.2	0.8	·	·	-7.9
Cn1c(SCc2ccccc2)nnc1-c1ccncc1	1.0	1314	-1.0	-3.7	-1.4	-3.3	7.3	0.0	0.269	-17.1	-0.6
COc1ccc(-c2nc(S(=O)(=O)c3ccc(C)cc3)c(N3CCCC3)o2)cc1	1.2	1479	5.5	-0.1	-6.2	2.0	0.9	1.0	0.299	1.1	-0.8
CCOc1ccccc1NC(=O)Cc1coc2cc(C)ccc12	0.8	1545	4.3	-5.0	-3.9	0.5	·	0.2	-0.232	·	-6.3
CCOc1ncccc1C(=O)Nc1nc(SC)ns1	5.1	1602	3.1	-6.4	4.8	-6.6	5.8	-2.1	-0.298	-11.6	-5.1
Cc1ccc(N=c2oc3cc(O)ccc3cc2C(N)=O)cc1	27.2*	1564	3.2	0.9	18.3	6.3	7.4	-0.1	·	29.4	-0.6
O=C(Nc1ccc(S(=O)(=O)Nc2ccc(Cl)cc2)cc1)C1CCCO1 (centres undefined)	-1.4	1594	-4.8	5.9	6.9	-1.0	18.4	1.2	·	6.6	-0.2
Cc1ccc(N2CC(C(=O)Oc3cccc(N4C(=O)CCC4=O)c3)CC2=O)cc1 (centres undefined)	1.4	1484	0.1	13.4	-6.7	2.2	14.0	-1.3	·	0.8	0.0
CC(=O)N(C(C)=O)N1C(=O)/C(=C/c2ccc(Cl)cc2)SC1=S	3.3	1473	0.9	-0.2	33.8	-3.4	-5.7	-2.1	-3.16*	-23.5	5.6
O=C(CCSCc1cccc(Cl)c1)NCCc1ccc(Cl)cc1	3.9	1551	-3.3	3.8	-2.7	-4.9	-2.3	0.2	·	10.4	-1.5
Cc1cccc(-c2n[nH]c([N+](=O)[O-])n2)c1	0.7	1600	-2.4	1.4	-3.9	-0.4	1.2	-8.7	0.46	·	-8.0
Cc1ccc(Cl)cc1N1CCN(S(=O)(=O)c2ccc3[nH]c(=O)c(=O)[nH]c3c2)CC1	12.2*	1529	-10.5	-3.4	-1.8	-2.6	11.8	0.0	0.267	-14.9	-1.9
CCc1nc(N)c(C#N)c(-c2ccccc2OC)c1C	-1.1	1400	2.8	18.1	3.1	4.3	5.5	0.0	-0.883	-22.4	-1.8
CCc1ccc(OCC(=O)N/N=C(\C)c2ccc3c(c2)OCCO3)cc1	1.4	1545	1.9	-2.2	-1.3	-4.5	13.1	-0.2	·	12.1	-7.5
COc1ccc(CNC(=O)CN2CCC(n3nnc4cc(F)ccc43)CC2)cc1	1.6	1577	3.0	-1.3	2.7	-2.4	11.6	-0.5	-0.0531	-9.3	-1.8
COc1ccc(C2NC(=O)CS2)cc1OC (centres undefined)	-0.1	1468	-0.1	-7.8	-3.4	5.6	9.6	2.9	1.03	4.5	-3.4
CCCCNC(=O)CNC(=S)N(Cc1ccccc1)Cc1cccs1	2.1	1620	6.1	3.2	2.7	5.3	-16.0	-0.4	0.27	3.3	-1.6
N#Cc1c2n(c(=S)n(-c3ccc(F)cc3)c1=O)CCCCC2	2.2	1496	-2.2	-1.5	10.8	-7.6	2.8	0.4	0.303	-6.5	-2.2
COc1ccc(OCCC(=O)OCC(=O)NC2CCCCCCC2)cc1	-0.6	1736	-0.1	1.3	-11.4	-5.4	-11.0	-1.8	-0.0437	-6.2	0.0
CCC(=O)N(Cc1ccco1)c1nc(-c2ccccc2)cs1	1.8	1650	-5.9	2.2	-2.8	3.3	0.7	3.1	·	33.7	-1.4
OCCC1CN(Cc2cccs2)CCN1Cc1ccccc1 (centres undefined)	1.4	1560	6.4	1.9	-3.5	0.6	1.6	0.2	-0.982	5.8	14.7*
COc1ccccc1OCC(=O)OCC(=O)NCCN1C(=O)CSC1=O	-0.1	1424	5.2	-7.6	-0.4	1.1	-5.2	-1.4	0.115	-34.2	-0.2
COCCn1c(SCC(=O)Nc2cccc(C)c2)nnc1C(C)C	1.6	1479	-1.2	6.7	91.3*	-9.8	10.5	-0.1	·	-25.0	-0.1
COc1ccc(C(=O)CSc2nnc(CNc3ccc(F)cc3)o2)cc1	2.4	1622	2.3	-0.6	-3.4	1.4	14.8	0.6	-0.81	5.9	0.5
CSCCC(NS(=O)(=O)c1ccc2c(c1)oc(=O)n2C)C(=O)NC1CCCCC1 (centres undefined)	1.5	1537	4.7	3.4	-4.0	4.6	3.4	-0.2	·	-0.5	-0.9
Cn1c(=O)cc(OCCCC(=O)Nc2ccccn2)c2ccccc21	0.1	1527	-1.4	-12.2	-1.0	4.3	-2.4	0.0	-0.0511	-28.4	4.7
CCc1ccc(OCCNC(=O)OCc2ccccc2)cc1	-1.1	1476	-4.2	-3.5	-9.1	1.3	·	-0.5	-0.666	14.9	-3.8
Nc1ccccc1Oc1c(F)c(F)c(Oc2ccccc2N)c(F)c1F	3.0	1641	2.6	5.2	-2.9	8.3	0.7	0.0	-0.684	-22.9	-4.9
O=C(c1cnc2ccccn2c1=O)N1CCc2ccccc21	0.1	1669	6.6	-1.9	-6.8	7.5	2.9	-2.6	·	17.9	2.6
O=C(O)CSc1nc2ccccc2n1C1CCCCC1	0.9	1506	1.3	1.6	-4.5	3.8	-7.0	-0.6	-0.311	-4.4	1.5
CCN(c1cccc(C)c1)S(=O)(=O)c1ccc2c(c1)CCN2C(C)=O	4.4	1638	2.9	13.7	94.5*	-0.9	2.3	-0.6	1.12	·	-0.1
Cc1cc(C(=O)N/N=C/c2ccc(O)c([N+](=O)[O-])c2)c(C)n1-c1ccc(F)cc1	3.6	1443	-1.6	-1.9	48.3	-2.7	11.7	0.1	-0.181	-7.3	11.2*
COc1cc(C)c(CNC2CCCCC2)cc1C	0.2	1439	8.1	0.5	10.2	5.5	5.3	0.1	-0.695	·	1.9
CCn1c(Sc2ccc(N)cc2Cl)nc2ccccc21	0.3	1676	7.5	-10.8	1.0	-0.6	9.5	0.0	·	11.7	-1.0
COc1ccc(-c2cc(-c3ccccc3)c(C#N)c(S(C)(=O)=O)n2)cc1	2.6	1459	-3.2	-1.6	97.6*	10.7	9.9	0.3	·	·	-0.2
O=C(NC1CCCC1)C(c1ccsc1)N(C(=O)Cc1cccs1)c1ccccc1 (centres undefined)	7.5	1635	1.8	4.8	5.5	15.6	8.8	3.9	·	·	-4.7
CCCCNC(=O)C(NS(=O)(=O)c1cccc2nsnc12)c1ccccc1 (centres undefined)	2.2	1592	-2.0	-5.1	37.7	1.1	0.9	-0.2	-0.82	1.5	-5.7
CC(C)c1nc(NCCN2CCOCC2)c(C#N)c2c1COC(C)(C)C2	1.1	1623	-0.2	-7.5	12.2	8.4	-0.2	-0.2	-0.712	·	1.5
Cc1cccnc1NC(=S)NC(=O)/C=C/c1ccco1	-0.9	1509	10.8	4.1	-5.2	9.1	0.0	0.5	0.508	·	1.4
CCC(C)(C)n1nnnc1CN1CCN(c2ccc(OC)cc2)CC1	0.3	1587	10.2	-0.1	5.7	11.2	-0.7	0.7	-0.0878	-9.4	-6.7
Cc1ccc(S(=O)(=O)N2CCCCC2C(=O)N2CCN(C)CC2)cc1 (centres undefined)	3.3	1484	6.0	0.4	-4.9	0.4	-2.2	0.2	0.0527	·	-8.5
CC(Sc1cccc2cccc(C(=O)O)c12)C(=O)O (centres undefined)	0.9	1507	-8.3	-10.1	-7.5	-5.9	3.1	1.4	·	0.5	1.9
COC(=O)c1sc(=S)n(-c2ccccc2)c1N	2.6	1635	4.7	7.7	-7.2	6.8	7.2	-0.1	·	·	-2.3
COc1cccc(CC(=O)NCC2COc3ccccc3O2)c1OC (centres undefined)	0.5	1748	0.9	4.5	-2.7	7.7	-1.3	1.6	-1.58	-4.5	0.3
O=C(Nc1nc2c(s1)CCCC2)c1ccc(Br)o1	2.6	1572	10.0	10.3	41.6	3.8	8.9	0.2	1.69	-36.5	-3.0
CSc1nc(NC(C)=O)nc(C)c1Br	1.6	1378	1.8	0.0	-8.2	2.1	6.7	0.4	·	·	-4.5
O=C(COC(=O)/C=C/c1cccs1)NC1CC1	3.2	1672	10.4	3.9	-7.2	7.3	-4.9	-1.7	-0.478	3.9	-0.6
Cc1csc(NC(=O)COc2ccc3c(C)cc(=O)oc3c2)n1	1.3	1445	1.1	-9.5	-1.5	7.3	13.4	-1.3	-0.0552	·	0.4
COCCOC(=O)C1=C(C)NC(=S)NC1/C=C/c1ccccc1 (centres undefined)	3.0	1507	-6.4	-1.0	41.1	0.0	34.3	0.5	0.972	-6.0	-7.5
CCCCCSc1nc2c(cnn2-c2ccccc2)c(=O)[nH]1	4.1	1374	-1.8	0.8	-9.1	0.5	8.3	2.0	·	3.3	-2.9
O=c1cc(CSc2nnnn2-c2ccccc2)[nH]c2[nH]n(-c3ccccc3)c(=O)c12	1.7	1549	2.8	6.5	-7.0	12.0	12.5	1.1	·	-21.9	2.2

Entries of single compounds, quoted from the list.
Entry for `O=c1cc(CSc2nnnn2-c2ccccc2)[nH]c2[nH]n(-c3ccccc3)c(=O)c12` = RAM network inh = 1.7; SRC2 TRFRET art = 1549; PPARg SRC2 recr = 2.8; PPARg SRC-3 ag = 6.5; L major viab = -7.0; PPARg SRC-1 ag = 12.0; bIAP inh = 12.5; DTT redox prof = 1.1; ROMK primary = ·; S1P3 antag = -21.9; Efa HMGR inh = 2.2
Entry for `COCCOC(=O)C1=C(C)NC(=S)NC1/C=C/c1ccccc1` (centres undefined) = RAM network inh = 3.0; SRC2 TRFRET art = 1507; PPARg SRC2 recr = -6.4; PPARg SRC-3 ag = -1.0; L major viab = 41.1; PPARg SRC-1 ag = 0.0; bIAP inh = 34.3; DTT redox prof = 0.5; ROMK primary = 0.972; S1P3 antag = -6.0; Efa HMGR inh = -7.5
Entry for `COc1cccc(CC(=O)NCC2COc3ccccc3O2)c1OC` (centres undefined) = RAM network inh = 0.5; SRC2 TRFRET art = 1748; PPARg SRC2 recr = 0.9; PPARg SRC-3 ag = 4.5; L major viab = -2.7; PPARg SRC-1 ag = 7.7; bIAP inh = -1.3; DTT redox prof = 1.6; ROMK primary = -1.58; S1P3 antag = -4.5; Efa HMGR inh = 0.3

Not a hit list; overall some 13% were active at least once.
